Screens from PubChem.
PKM2 act = qHTS Assay for Activators of Human Muscle isoform 2 Pyruvate Kinase; Potency, µM (top dose mostly 57.5 µM), for inactives: top-dose activation, usual class: activators; purified PKM2, Kinase-Glo ATP luminescence, activation; response scale: 0% is enzyme alone, no compound; hit rate 0.34% among 260,000; note: potency is the fitted concentration of half-maximal effect; % is set by controls: 0 for no effect and ±100 for the full control effect; nearly all actives have a fitted effect of over 55% in size
Target sequence (P14618 whole entry, looked up, canonical isoform): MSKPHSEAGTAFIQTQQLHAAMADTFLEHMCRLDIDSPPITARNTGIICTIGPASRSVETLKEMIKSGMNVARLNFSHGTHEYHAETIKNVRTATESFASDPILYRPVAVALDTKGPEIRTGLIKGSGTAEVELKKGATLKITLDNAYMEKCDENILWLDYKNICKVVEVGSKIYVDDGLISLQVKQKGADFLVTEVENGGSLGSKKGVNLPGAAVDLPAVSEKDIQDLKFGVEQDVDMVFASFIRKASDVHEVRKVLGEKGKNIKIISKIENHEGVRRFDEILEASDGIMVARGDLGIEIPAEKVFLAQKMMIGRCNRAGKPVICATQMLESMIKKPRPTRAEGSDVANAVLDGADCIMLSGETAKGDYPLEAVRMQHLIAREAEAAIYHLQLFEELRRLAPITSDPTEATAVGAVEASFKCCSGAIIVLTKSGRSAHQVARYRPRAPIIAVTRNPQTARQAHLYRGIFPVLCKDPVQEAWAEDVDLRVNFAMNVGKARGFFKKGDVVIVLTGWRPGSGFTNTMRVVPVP
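Purified hPK-M2 (>95%) run at intermediate activity with 0.1 mM ADP and 0.5 mM PEP in 50 mM imidazole pH 7.2, KCl, MgCl2; 1 h room temperature. ATP formed read by Kinase-Glo luminescence; normalized to uninhibited and no-enzyme controls.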
Giardia killer = Small Molecules that selectively kill Giardia lamblia: qHTS; activity change, % at 7.66 µM, hits read low; hit rate 0.15% among 340,000; Giardia lamblia trophozoite viability; in the data active = activity change below about -80%; inconclusive = between about -30% and that limit;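 note: parasites exposed to compound for two days anaerobically before the ATP read; % is set by controls: 0 for no effect and ±100 for the full control effect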
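Trophozoites 100 cells/well + cpd; 48 hrs, 37 deg C, anaerobic. ATPLite 1-Step added, 15-30 min RT, luminescence read (ATP-based viability).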
Menin-MLL TR inh = qHTS Assay for Inhibitors Targeting the Menin-MLL Interaction in MLL Related Leukemias: Competition With Texas Red Labeled MLL-derived Mutant Peptide. O00255. Menin + Texas Red MLL mutant peptide, fluorescence polarization. Potency, µM (doses to about 61.6 µM), without a hit: at the highest dose FP activity change, negative = inhibition, most hits filed as inhibitors. hit rate 0.23% among 270,000; active = well fitted inhibition curve with a large enough effect in the polarisation, with a control signal flat, not every such curve was filed as active; inconclusive = small, poorly fitted or top-dose-only effect, or effect the other way, or a change in a side signal; inactive = no such curve, though single readings can be large or run the other way; the % refers to the polarisation; note: potency is the fitted concentration of half-maximal effect; % of control where 0% means no effect; many of its hits are not listed in these tables
GALK inh = qHTS Assay for Inhibitors of Human Galactokinase (GALK) | P51570 | hit rate 0.007% among 270,000 | Purified GALK, Kinase-Glo residual ATP luminescence | Potency, µM (series often up to 57.5 µM), for inactives: top-dose activity change, negative = inhibition, most hits filed as inhibitors; note: potency is the fitted concentration of half-maximal effect; % is set by controls: 0 for no effect and ±100 for the full control effect
Target sequence (P51570 whole entry, looked up): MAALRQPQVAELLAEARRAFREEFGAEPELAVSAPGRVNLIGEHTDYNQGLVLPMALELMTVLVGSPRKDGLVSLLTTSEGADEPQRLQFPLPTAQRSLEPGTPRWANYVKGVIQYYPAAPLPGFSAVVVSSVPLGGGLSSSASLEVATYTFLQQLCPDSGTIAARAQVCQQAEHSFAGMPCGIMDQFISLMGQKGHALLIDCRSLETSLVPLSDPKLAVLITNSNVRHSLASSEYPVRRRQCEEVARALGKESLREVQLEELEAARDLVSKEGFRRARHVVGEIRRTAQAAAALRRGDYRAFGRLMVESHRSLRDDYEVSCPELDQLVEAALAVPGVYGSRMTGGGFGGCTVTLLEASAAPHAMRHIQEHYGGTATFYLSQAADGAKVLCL
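ATP-depletion format; final 35 uM ATP, 100 uM D-galactose, 5 nM enzyme; pH 8.0 HEPES/Mg2+ buffer; 60 min RT; luminescence read 10 min after detection reagent.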
Tb PFK block = qHTS Assay to Find Inhibitors of T. brucei phosphofructokinase. T. brucei PFK, ADP-Glo luminescence. hit rate 0.17% among 330,000. AID 485367, 2010. Potency, µM (highest dose often 57.5 µM), for the others: at the highest dose activity, negative = inhibition, most hits filed as inhibitors. ATP-dependent 6-phosphofructokinase (Trypanosoma brucei brucei), O15648;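 note: potency is the fitted concentration of half-maximal effect; 0% = uninhibited 1x PFK enzyme wells and -100% = no-enzyme wells; nearly all actives have a fitted effect of over 60% in size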
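1.25 nM PFK with 0.5 mM F6P and 0.1 mM ATP in 0.1 M TEA pH 8.0, 5 mM MgCl2, incubated 45 min at room temperature; ADP measured by ADP-Glo luminescence; compounds titrated up to 57 uM.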
BCR signal inh = qHTS Assay to Find Inhibitors of Chronic Active B-Cell Receptor Signaling | Potency, µM (highest dose often 46.1 µM), without a hit: at the top dose ratio change, negative = lower green/red ratio, usual class: inhibitors | ABC-DLBCL IkBa-CBG/CBR reporter, luminescence ratio, 4 h | hit rate 0.05% among 340,000; active = well fitted inhibition curve with a large enough effect in the signal ratio, with a control signal flat, not every such curve was filed as active; inconclusive = small, poorly fitted or top-dose-only effect, or effect the other way, or a change in a side signal; the % refers to the signal ratio;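 note: potency is the fitted concentration of half-maximal effect; plate controls were basal doxycycline-induced cells for no effect and cells given 10 µM MG132 for full effect; MG132 reads +100%, hits lower the ratio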
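Compounds up to 46 uM were incubated four hours with TMD8 cells whose green CBG68 luciferase is fused to IkappaBalpha; red CBR luminescence normalised the signal, and concentration-effect curves were fitted to fusion, red and ratio data.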
Coupling enz = qHTS Assay for Inhibitors of Fructose-1,6-bisphosphate Aldolase from Giardia Lamblia: Coupling assay counterscreen | coupling enzyme system counterscreen, AmpLite Red fluorescence | activity change, negative = inhibition, % at 58.2 µM, hits read low | hit rate 0.67% among 290,000; in the data active = activity change below about -30%; note: % is set by controls: 0 for no effect and ±100 for the full control effect
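Coupling enzymes only (glyceraldehyde-3-phosphate) + compound, at 57.5 uM final, 10 min RT; add substrate/coupling/AmpLite Red mix, 20 min RT; fluorescence ex 525/em 598 nm. Actives flag coupling-system interference.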
a7 integrin act = qHTS for Activators of Integrin-Mediated Alleviation for Muscular Dystrophy. alpha7betagal myoblasts, beta-gal FDG fluorescence, 48 h. Potency, µM (titrated, usually from 38.3 µM), without a hit: at the top dose activation, most hits filed as activators. hit rate 0.064% among 350,000. AID 624291, 2012;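 note: potency is the fitted concentration of half-maximal effect; 100% = response of the positive control SU9516; nearly all actives have a fitted effect of over 60% in size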
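Alpha7betagal+/- myoblasts (passage 13) were plated 16-24 hr, then exposed to compounds (1:260 dilution of DMSO stock) for 48 hours at 37C. After MPER lysis, β-galactosidase reporter activity was read as FDG fluorescence (ex 480/em 540) after 30 minutes.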
B2AR arrestin = qHTS assay of beta-arrestin-biased ligands of beta2-adrenergic receptor. Beta-2 adrenergic receptor (Homo sapiens), P07550. beta-arrestin recruitment to beta2AR, cell-based reporter. Potency, µM (top dose mostly 46.1 µM), without a hit: at the top dose activation, hits mostly activators. hit rate 0.02% among 330,000. AID 492947, 2010;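 note: potency is the fitted concentration of half-maximal effect; 0% = DMSO controls and full agonism = EC100 isoproterenol or metaproterenol; nearly all actives have a fitted effect of over 65% in size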
TSG101-PTAP inh = qHTS Assay for Iinhibitors of HIV-1 Budding by Blocking the Interaction of PTAP/TSG101 | Potency, µM (highest dose often 115 µM), without a hit: top-dose activity change, negative = inhibition, hits mostly inhibitors | Tumor susceptibility gene 101 protein (Homo sapiens), Q99816 | Fluorescence polarization, FITC-PTAP peptide / Tsg101 binding | 340,000 tested, under 10 active; active = well fitted inhibition curve with a large enough effect in the main read-out, with a control signal flat, not every such curve was filed as active; inconclusive = small, poorly fitted or top-dose-only effect, or effect the other way, or a change in a side signal; inactive = no such curve, though single readings can be large or run the other way; note: potency is the fitted concentration of half-maximal effect; % of control where 0% means no effect
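Fluorescence polarization binding of Tsg101 binding domain (10 uM final) to FITC-labeled PTAP peptide (50 nM final) in HEPES pH 7.5 buffer with NaCl, Tween 20, EDTA, TCEP. Compounds added before peptide; binding 20 min at RT.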
S-ASM inh = Inhibitors of Secretory Acid Sphingomyelinase (S-ASM): qHTS. Sphingomyelin phosphodiesterase (Homo sapiens), P17405. placental ASM, HMU-PC fluorogenic substrate, 60 min. Potency, µM (highest dose often 57.5 µM), for the others: top-dose activity change, negative = inhibition, usual class: inhibitors. hit rate 0.006% among 340,000. AID 504937, 2011; note: potency is the fitted concentration of half-maximal effect
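Human placenta-derived ASM enzyme was preincubated with compound for 10 minutes at room temperature, then given fluorogenic substrate HMU-PC0 (9 uM final) for 60 minutes at 37 °C; a pH 10 stop preceded fluorescence reading at Ex 386/Em 447 nm.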
* hit, by the source's call; ? = inconclusive; . = not tested or not shown; [ ] = another dose, or the depositor's remark. Unless noted, calls come from the whole dose curve; as a rule, active = well fitted curve in the direction sought with a large enough effect; inconclusive = small, poorly fitted or top-dose-only effect, or another doubt; inactive = no such curve, though single readings can be large; an effect the other way counts as inactive or inconclusive.

Value order: Menin-MLL TR inh, TSG101-PTAP inh, Coupling enz, Giardia killer, S-ASM inh, PKM2 act, BCR signal inh, B2AR arrestin, GALK inh, a7 integrin act, Tb PFK block
1: NC(=O)CSc1nnc(CNc2ccc(F)cc2)n1CC1CCCO1 (centres undefined)
 : 2%, -2%, 1, -5, 0%, -2%, 2%, -0.3%, 1%, 27%, 3%
2: Cc1nnc(-c2ccc(Cl)cc2)[nH]c1=O
 : 8%, 1%, -4, 3, 3%, 3%, -5%, -0.6%, -3%, 6%, 1%
3: Fc1ccc(NC(=S)Nc2ccc(Cl)cc2Cl)cc1
 : 4%, -3%, -1, 8, 1%, -18%, -2%, 0.1%, 7%, -23%, -8%
4: COc1ccccc1N1CCN(CC(O)COc2ccc(C)cc2C)CC1 (centres undefined)
 : ?, -3%, 3, 6, -2%, ., -3%, -0.7%, -1%, 4%, -8%
5: O=C(Nc1cccnc1)C1CC(c2ccccc2O)=NO1 (centres undefined)
 : -1%, -4%, 0, -8, 1%, 6%, -7%, 0.1%, -1%, -14%, ?
6: O=C1NC(=O)/C(=C/c2cccc([N+](=O)[O-])c2)N1
 : ?, -3%, 1, -11, -2%, -5%, 0%, 0.4%, 4%, 1%, 9%
7: Cc1ccc(S(=O)(=O)N(Cc2cccc(F)c2)C(=O)N2CCN(C)CC2)cc1
 : ., -1%, ., -4, -1%, ., 12%, 0.2%, ., 1%, -10%
8: COC(=O)CSc1nnc(-c2sc3cc(OC)ccc3c2Cl)n1C
 : -12%, -3%, 1, 4, 3%, 1%, -7%, -0.2%, 0%, 15%, -3%
9: COc1ccc(C(=O)CC(=O)C(=O)Nc2ccccc2OC)cc1
 : 0%, -3%, 1, 10, 38%, ., -4%, -0.7%, 2%, -20%, 0%
10: CCCCCCOc1ccc(N2C(=O)CC(NCc3ccc(S(N)(=O)=O)cc3)C2=O)cc1 (centres undefined)
 : ., -3%, 0, -9, -3%, 0%, ?, 0.1%, 1%, 23%, 2%
11: COc1ccc(Nc2nc(NCC3CCCO3)c3ccccc3n2)c(OC)c1 (centres undefined)
 : 5%, -3%, -1, 3, 2%, -1%, 0%, 0.1%, 10%, -46%[inhibitor], 2%
12: COc1ccc(-c2nnn(CC(=O)N3CCN(c4ccc(F)cc4)CC3)n2)cc1
 : ., -3%, 0, 10, 4%, 0%, -2%, -0.3%, -1%, -2%, -3%
13: CC[C@@H](C)C(N)c1cn([C@@H](CCC(=O)O)C(=O)N2CCNCC2)nn1 (some centres undefined)
 : 1%, -3%, 3, 9, -5%, 1%, 0%, -0.1%, 2%, 9%, -4%
14: Cc1sc2nc(CN3CCCCC3)nc(N3CCN(C(=O)c4ccco4)CC3)c2c1C
 : -22%, 2%, -6, -15, -2%, -5%, ?, -0.2%, 1%, -32%, 2%
15: NC(=O)c1ccc(NC(=O)COC(=O)c2cccc(Oc3ccccc3)c2)cc1
 : ?, 1%, 1, -6, 0%, -12%, -1%, -1.3%, 0%, 0%, 3%
16: COc1ccc(Nc2nc(Nc3ccc(OC)cc3OC)nc(N3CCN(C)CC3)n2)c(OC)c1
 : 1%, -7%, 1, 15, -8%, 6%, 0%, -0.9%, ., -21%, 2%
17: O=C(C1CC(c2ccc(F)cc2)=NO1)N1CCN(Cc2ccccc2)CC1 (centres undefined)
 : -16%, -1%, 1, -7, -1%, -1%, 6%, -0.3%, 2%, -33%, -1%
18: Cc1cc(C)c(S(=O)(=O)Nc2cc(C)on2)c(C)c1
 : 0%, 0%, 0, -6, -1%, 3%, ?, 0.0%, -2%, 25%, -7%
19: CCN(CC)S(=O)(=O)c1ccc(-c2cc(C(=O)OC)sc2C(F)(F)F)cc1
 : ., -4%, 1, -27, 2%, -1%, -1%, 0.1%, -4%, 19%, 0%
20: O=C(N/C(=C/c1ccccc1)C(=O)N1CCCCCC1)c1ccccc1
 : ?, 0%, 4, -13, -1%, 2%, 2%, -0.9%, -1%, 25%, -5%
21: CCC(C)N(C(=O)COC(=O)Cc1n[nH]c(=O)c2ccccc12)C1CCS(=O)(=O)C1 (centres undefined)
 : 11%, -8%, -3, -5, 1%, 0%, 1%, -1.1%, 5%, -1%, 1%
22: O=C(O)c1cccc(NC(=O)c2ccccc2NC(=O)c2ccco2)c1
 : 6%, -2%, 5, 6, 0%, -16%, ?, 0.2%, ., -2%, 0%
23: CNC(=O)COC(=O)c1ccc2c(c1)NC(=O)C1CCCN21 (centres undefined)
 : 7%, ., 1, ., ., -2%, 0%, 0.2%, 7%, ., -4%
24: C=CCOc1ccc(CNc2ccc3[nH]c(=O)[nH]c3c2)cc1OC
 : -14%, -3%, -14, 1, 21%, 0%, -7%, 0.1%, -2%, -10%, 0%
25: O=C(NC1CCOCC1)C1CCC(=O)N(Cc2cccc(C(F)(F)F)c2)C1 (centres undefined)
 : 3%, -3%, 2, ?, 9%, ., -4%, -1.1%, 2%, -21%, -3%
26: CCOC(=O)C1CCN(C(C)=C2C(=O)c3ccccc3C2=O)CC1
 : 1%, -4%, -2, -15, -2%, -2%, ?, 0.0%, 0%, -4%, -1%
27: Cc1ccccc1N(CC(=O)NC1CCCC1)C(=O)C1(C)CC(=O)N=C2C=CC(Cl)=CN21 (centres undefined)
 : -14%, -4%, 1, 5, ., ., 1%, -1.2%, 1%, 6%, 1%
28: COc1ccccc1N1C(=O)CC(Sc2n[nH]c(-c3cccc(C)c3)n2)C1=O (centres undefined)
 : -3%, -1%, 1, -10, -2%, -10%, -8%, 8.5%, 0%, -51%[inhibitor], 9%
29: CC(=O)c1cccc(NC(=S)NCCCCc2ccccc2)c1
 : 31%[activator], -8%, 1, 10, 3%, -1%, 6%, -0.3%, 2%, -20%, -1%
30: CCc1ccccc1NC(=O)c1ccccc1N1C(=O)C2C3C=CC(C3)C2C1=O (centres undefined)
 : ., -5%, ., 17, 0%, -1%, ?, 0.0%, -2%, 6%, -5%
31: COc1ccccc1NC(=S)N1CCN(c2cccc(C)c2C)CC1
 : 31%[activator], -7%, 0, 17, -3%, -3%[11.5 µM], -3%, 0.1%, 8%, -46%[inhibitor], -2%
32: C/C(=N\Nc1ccc(S(=O)(=O)Nc2ccccc2)cc1[N+](=O)[O-])c1ccncc1
 : ?, ., 2, ., ., -5%, -3%, 0.1%, 8%, ., 2%
33: C[C@H](NC(=O)c1ccccc1)C(=O)OCC(=O)Nc1sccc1C(N)=O
 : ., -7%, ., -10, -2%, ., -2%, -3.0%, ., -7%, 4%
34: BrC(/C=C\c1ccccc1)=N/Nc1nc(N2CCOCC2)nc(N2CCOCC2)n1
 : 2%, -9%, 0, -2, -1%, 0%, ?, 0.7%, -1%, 0%, 0%
35: CSc1nc(C)c2c(n1)N(c1ccc(C(C)C)cc1)CC2
 : ?, -3%, -5, 9, -11%, -21%, -7%, 0.4%, 2%, ?, -1%
36: Cc1ccc(C)c(OCC(O)CN2CCC(Cc3ccccc3)CC2)c1 (centres undefined)
 : ?, -1%, 1, -15, 1%, ., -19%, -0.2%, -10%, -84%[inhibitor], 2%
37: Cc1cccc(C)c1Nc1nnc(SCc2nc3ccccc3s2)s1
 : ?, -6%, 1, 4, 1%, 6%, ?, 0.2%, 0%, 13%, 0%
38: CCOc1ccc(C(=O)Nc2nnc(SCC(=O)NCC3CCCO3)s2)cc1 (centres undefined)
 : 8%, -1%, 4, -94*, -1%, -13%, 0%, 0.5%, -5%, -25%, 2%
39: CCCCOc1ccc(C(O)C(CN2CCCCC2)c2ccccc2)cc1 (centres undefined)
 : -17%, -7%, 0, 22, 0%, 1%, ?, -0.5%, 5%, -43%, 5%

Not all compounds are listed. The share of hits here may be higher or lower than overall.
